mHTT CaM bind – mHTT-calmodulin interaction abrogation | P42858 | AlphaScreen His-mHTT/GST-CaM binding, luminescence | inhibition, % at 15 µM | hit rate 3.6% among 190,000 | AID 1671202;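 note: 0% = both proteins with DMSO and 100% = one protein alone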
Pf apPOL block – Pf-apPOL DNA polymerase inhibition; AID 1794808; hit rate 0.25% among 210,000; Recombinant Pf-apPOL, molecular beacon fluorescence, 1.5 h; inhibition, % at 10 µM
* hit, by the source's call; · = no result given; & = joins results of further samples. Cut-off read from the data, not from the text of the source: active = inhibition above about 50%; inactive = the rest.

cpd | SMILES | mHTT CaM bind | Pf apPOL block
1 | Cc1ccc(C2OC3(C(=O)c4ccccc4C3=O)C3C(=O)N(c4ccc(F)cc4)C(=O)C23)cc1 (centres undefined) | 12.0 | 5.4
2 | O=c1ccnc(NC2CCCCC2)[nH]1 | -3.1 | ·
3 | Cc1nnc2c(NC(=O)c3cccnc3)cccn12 | -3.9 | -4.2
4 | O=S(=O)(Nc1ccc(Cn2cncn2)cc1)c1cc(F)cc(F)c1 | -4.3 | -2.0
5 | O=C(c1ccc(-c2noc(C3CCC3)n2)cc1)N1CCCC1 | 2.3 | -2.2
6 | O=C(O)Cn1cc(S(=O)(=O)N2CCN(c3ccccc3F)CC2)c2ccccc2c1=O | 10.0 | -3.7
7 | O=C(c1cccs1)N1CCCCC1CCN1CCCCCC1 (centres undefined) | 0.6 | -10.6
8 | Cc1cc(-n2ccnc2C)n2c(nc3ccccc32)c1C#N | 5.0 | 3.2
9 | Cc1cccc(N2C(=O)c3cccnc3C2CC(=O)N2CCCCCC2)c1 (centres undefined) | -1.7 | -4.2
10 | COC(=O)C1=C(Nc2ccc(O)cc2)CSC1 | · | 2.3
11 | CCOC1=CC(=Cc2c(N)n3c(SCC)nsc3nc2=O)C=CC1=O | 8.0 | -1.8
12 | Cc1ccc(S(=O)(=O)Nc2nc3ccc(C(=O)N4CCCCC4)cc3s2)cc1 | 16.0 | -1.4
13 | Nc1nc(SCC(=O)NCc2cccnc2)nc2sc3c(c12)CCCC3 | -4.0&-2.9 | -4.6&-0.5
14 | O=C(CSc1ncccn1)Nc1ccc(F)c(Cl)c1 | -4.0&-2.1 | -2.2&-5.3
15 | O=C(O)CCCCCCCCc1cn(CCc2c[nH]c3ccccc23)nn1 | 11.2 | -3.6
16 | O=[N+]([O-])c1ccc(-n2cccc2C=NCCO)cc1 | 5.0 | -1.3
17 | COc1ccc2oc(=O)c(-c3nnc(Nc4ccccc4C)s3)cc2c1 | -1.0 | -8.9
18 | CCCNC(=O)c1c(O)c2ccccc2n(C)c1=O | 13.3 | -1.4
19 | COc1ccc(/C=C2\Sc3ccccc3C2=O)cc1OC | 11.0 | -6.4
20 | CN(C)C(=O)C1CN(C(=O)c2cccs2)CC12CCCCC2 (centres undefined) | -5.5 | -4.8
21 | Clc1cc2noc(-c3ccccc3)c2cc1Cl | -6.0 | -4.9
22 | O=C(Oc1ccc2c(c1)OC(=Cc1ccc3c(c1)OCO3)C2=O)c1ccc2c(c1)OCO2 | 7.2 | 6.7
23 | COc1ccc(-c2coc3c(CN4CCCCC4C)c(O)ccc3c2=O)cc1OC (centres undefined) | 2.4 | -4.7
24 | COc1cccc(C2=NOC(C(=O)N3CCN(c4ccc(F)cc4)CC3)C2)c1 (centres undefined) | -6.9 | 1.4
25 | CN(CC12CC3CC(CC(C3)C1)C2)S(=O)(=O)c1ccc(Br)s1 | -8.7 | ·

Quoted from the listing:
no. 3 | mHTT CaM bind: -3.9
no. 20 | mHTT CaM bind: -5.5
no. 17 | mHTT CaM bind: -1.0
no. 13 | mHTT CaM bind: -4.0&-2.9

Additional results:
cpd | SMILES | mHTT CaM bind | Pf apPOL block
26 | CCC(=O)NC(c1ccc(OC)c(OC)c1)c1cc(Cl)c2cccnc2c1O (centres undefined) | 100.0* | -5.6
27 | CC(=O)NS(=O)(=O)c1ccc(NC(=O)COc2ccc(Cl)cc2Cl)cc1 | -0.6 | -15.5
28 | CCOc1cc(C(=O)Nc2cccc(C(C)=O)c2)cc(OCC)c1OCC | 8.3 | 0.8
29 | Cc1cccc(Nc2nc(C)c(C(=O)N3CCN(c4ccccc4)CC3)s2)n1 | 48.3 | -3.7
30 | Cc1cc(OCc2nc(C(=O)N3CCCC3)cs2)ccc1Cl | 2.9 | -4.3
31 | NC(=O)C1CCN(C(=O)c2ccc(Cl)cc2)CC1 | -3.0 | -7.8
32 | COc1ccc(/C=c2\sc3nc(-c4ccccc4)nn3c2=O)cc1OC | 0.0 | 1.9
33 | CSc1nnc2c(n1)OC(C)(C)Nc1ccccc1-2 | 2.0 | 0.4
34 | Cc1ccc(C(C)C)c(OCC(=O)Nc2ccccc2C)c1 | -15.6 | -15.5
35 | O=C1C=C(N2CCN(c3ccc([N+](=O)[O-])cc3)CC2)C2(CCCCC2)O1 | 4.0 | 5.2
36 | O=C(CSc1nnc(-c2ccc3c(c2)OCCO3)o1)N1CCN(c2ccccc2)CC1 | -19.0 | 6.4
37 | Oc1cccnc1CCc1ccccc1 | -6.1 | -8.5
38 | O=C(NC1CCCC1)NC1(C(F)(F)F)Oc2ccccc2O1 | -4.0 | -2.3
39 | O=[N+]([O-])c1ccc(-c2noc(CCC3CCCCC3)n2)cc1 | 16.5 | -7.4
40 | COc1ccc2c(c1)-c1onc(C(=O)NC(C)C(C)(C)C)c1CC2 (centres undefined) | -34.8 | 0.8
41 | CCc1nc(C2CCN(C(=O)c3sccc3C)CC2)n[nH]1 | -2.3 | -5.9
42 | O=C(NNC(=S)Nc1ccc(Cl)cc1)c1ccco1 | · | -73.7
43 | NC1=NCCN1c1ccccc1 | -2.3 | -3.0
44 | O=C(NCc1n[nH]c(=O)c2ccccc12)NC1CCCCC1 | -0.8 | -5.6
45 | Cc1nn(-c2ccccc2)c(Cl)c1C(=O)Nc1ccccc1Cl | -17.0 | -4.0
46 | COCc1snnc1C(=O)OC | · | -2.3
47 | Cc1ccc(-c2nc(C3CCN(S(=O)(=O)c4ccccc4)CC3)no2)cc1 | -1.5 | -6.2
48 | Cc1cn2c(nc1=O)OC1CC2OC1CO (centres undefined) | · | 1.8
49 | Fc1cccc(Cl)c1C1CC(c2ccc(I)cc2)Nc2nnnn21 (centres undefined) | 20.0 | -2.5
50 | O=C(c1ccc(N2CCC3(CC2)OCCO3)c([N+](=O)[O-])c1)N1CCOCC1 | 1.0 | -1.7

Part of the list above, with values under each structure.
Results follow in this order: mHTT CaM bind	Pf apPOL block
28) CCOc1cc(C(=O)Nc2cccc(C(C)=O)c2)cc(OCC)c1OCC
  8.3	0.8
30) Cc1cc(OCc2nc(C(=O)N3CCCC3)cs2)ccc1Cl
  2.9	-4.3
44) O=C(NCc1n[nH]c(=O)c2ccccc12)NC1CCCCC1
  -0.8	-5.6
50) O=C(c1ccc(N2CCC3(CC2)OCCO3)c([N+](=O)[O-])c1)N1CCOCC1
  1.0	-1.7
45) Cc1nn(-c2ccccc2)c(Cl)c1C(=O)Nc1ccccc1Cl
  -17.0	-4.0
49) Fc1cccc(Cl)c1C1CC(c2ccc(I)cc2)Nc2nnnn21 (centres undefined)
  20.0	-2.5

Carrying on.
cpd | SMILES | mHTT CaM bind | Pf apPOL block
51 | CCOC(=O)N1CCN(S(=O)(=O)c2ccc(C(=O)Nc3cccc(C)n3)cc2)CC1 | -0.5 | -4.7
52 | O=C(c1ccc(F)cc1)N1CCN(c2ccccn2)CC1 | 3.0 | -4.3
53 | Cc1cccc(C2CCCN2C(=O)c2ccc3c(c2)OCO3)c1 (centres undefined) | -4.9 | 0.7
54 | CCCN(CCC)CCNC(=O)c1cnc(N2CCN(c3ccccn3)CC2)c2ccccc12 | 5.0 | -1.4
55 | Fc1ccccc1CN1CCOCC1 | -4.7 | -7.3
56 | COc1ccc(-n2nc3c(c2NC(=O)c2cc(Cl)ccc2OC)CS(=O)(=O)C3)cc1 | 4.0 | -7.6
57 | COc1ccc(C=Nc2nc(-c3ccccc3)c(C)s2)cc1OC | 3.0 | 1.4
58 | CS(=O)(=O)Nc1ccc(C2(C(=O)NCc3ccccc3F)CCCCC2)cc1 | -15.6 | -4.8
59 | Cc1cccc(C2NC(c3cccc(C)c3)C(C)C(=O)C2C)c1 (centres undefined) | -51.0 | -0.8
60 | COc1c(C(=O)NCc2ccc3c(c2)OCO3)sc2cc(Cl)ccc12 | -5.2 | -4.2
61 | CCNC(=O)N1CC(C(=O)N2CCOCC2)CCC1c1ccc(F)c(C)c1 (centres undefined) | 1.6 | 0.4
62 | c1ccc(-c2ccc(SCc3nc(-c4ccccc4)no3)nn2)cc1 | -3.5 | -2.7
63 | O=C(Nc1ccc([N+](=O)[O-])cn1)c1cccnc1 | -2.8 | -8.5
64 | CSC1CCCCC1(O)CSc1nc2ccccc2o1 (centres undefined) | 1.0 | 0.5
65 | Cc1cc(=O)n(CC(=O)NC2CCCC2)c(N2CCOCC2)n1 | -3.4 | -1.4
66 | Cc1ccc(NC(=O)c2ccc(F)c(S(=O)(=O)N3CCc4ccccc43)c2)cc1F | 4.0 | -3.9
67 | COc1ccc(-c2cccc(NS(=O)(=O)c3ccc4c(c3)CCCC4)c2)nn1 | 3.3 | -9.0
68 | O=C(c1ccc2ncsc2c1)N(CCN1CCOCC1)c1nc2ccccc2s1 | 6.0 | -2.2
69 | O=C(C1=C(O)C(=O)N(CCN2CCOCC2)C1c1cccc(Br)c1)c1ccco1 (centres undefined) | 1.2 | -0.7
70 | O=C1CC(Cc2ccccc2)(c2ccccc2)C(=O)N1 (centres undefined) | -4.0 | 0.0
71 | COc1ccc(NC(=O)Cc2cccs2)cc1Cl | -8.9 | -9.0
72 | CSc1cccc(NC(=O)CN2CCC3(CC2)N=C(c2cccc(C)c2)C(=O)N3)c1 | 69.6* | 4.7
73 | O=C(Cn1nnc(-c2ccc3c(c2)OCO3)n1)Nc1ccccc1Cl | 45.0&-6.2 | -2.3&-5.4
74 | O=c1c(-c2ccccc2)coc2c3c(ccc12)OCN(C1CCCC1)C3 | 2.2 | -0.9
75 | CCOC(=O)c1cc(C(=O)OC)c(C)nc1N1CCC(NC2CCCCC2O)CC1 (centres undefined) | · | -5.0

Along the list, quoted from above.
Compounds 66 to 70 in mHTT CaM bind: 4.0, 3.3, 6.0, 1.2, -4.0
Compounds 66 to 70 in Pf apPOL block: -3.9, -9.0, -2.2, -0.7, 0.0

Part of the list above, reformatted:
Values in the order: mHTT CaM bind, Pf apPOL block
#60 COc1c(C(=O)NCc2ccc3c(c2)OCO3)sc2cc(Cl)ccc12
  -5.2, -4.2
#61 CCNC(=O)N1CC(C(=O)N2CCOCC2)CCC1c1ccc(F)c(C)c1 (centres undefined)
  1.6, 0.4
#62 c1ccc(-c2ccc(SCc3nc(-c4ccccc4)no3)nn2)cc1
  -3.5, -2.7
#63 O=C(Nc1ccc([N+](=O)[O-])cn1)c1cccnc1
  -2.8, -8.5
#64 CSC1CCCCC1(O)CSc1nc2ccccc2o1 (centres undefined)
  1.0, 0.5
#65 Cc1cc(=O)n(CC(=O)NC2CCCC2)c(N2CCOCC2)n1
  -3.4, -1.4
#66 Cc1ccc(NC(=O)c2ccc(F)c(S(=O)(=O)N3CCc4ccccc43)c2)cc1F
  4.0, -3.9

The list continues:
cpd | SMILES | mHTT CaM bind | Pf apPOL block
76 | COc1ccc(-n2c(N)c(C#N)c3nc4ccccc4nc32)cc1Cl | -2.0 | 7.0
77 | COc1ccc(C)cc1NC(=O)C1CCN(c2c(C#N)cnc3ccc(F)cc23)CC1 | -8.7 | 1.7
78 | N#Cc1cccc(NC(=O)N2CCC(CCOc3ccncc3)CC2)c1 | 1.6 | -7.8
79 | COc1ccc(C(=O)CSc2n[nH]c(=O)n2-c2c(C)cc(C)cc2C)cc1 | · | -36.0
80 | CC(C)COC(=O)CCNc1n[nH]c(=O)[nH]c1=O | -1.9 | ·
81 | Cc1ccc(NC(=O)Nc2ccc(C(F)(F)F)cn2)cc1Cl | · | 1.4
82 | O=C(Nc1c2c(nn1-c1ccc([N+](=O)[O-])cc1)CS(=O)(=O)C2)c1ccc(Cl)cc1Cl | 3.0 | -2.3
83 | CCc1ccccc1N(C)S(=O)(=O)c1ccc2[nH]cc(C(=O)O)c(=O)c2c1 | 41.0 | 29.5
84 | COc1cccc(/C=c2\sc3nc(-c4ccc(Cl)cc4)nn3c2=O)c1OC | 2.0 | 4.2
85 | CCc1ccccc1NC(=O)C1CCN(c2ncnc3c2nc2n3CCCCC2)CC1 | 20.4 | 0.4
86 | Cc1cccc(N2CCN(C(=O)c3ccc(-c4cccs4)nc3)CC2)c1 | -2.9 | -2.0
87 | N#Cc1ccccc1NC(=O)c1ccc(C(=O)Nc2ccccc2C#N)s1 | -6.4 | 0.9
88 | COc1ccc(OC)c(/C=C2/N=C(c3ccc(-c4ccccc4)cc3)OC2=O)c1 | -5.0 | -4.7
89 | Nc1ccc(SCc2nnc(-c3cccc(F)c3)o2)cc1 | -10.9 | -1.1
90 | O=C(Nc1nc2ccc(Cl)cc2s1)c1ccc(C(F)(F)F)cc1 | · | -3.3
91 | O=C(NCCN1CCN(c2ccccc2F)CC1)C(=O)NC1CCCCCC1 | -16.0 | -7.5
92 | O=C(Nc1ccc(Br)cc1C(=O)O)c1ccccc1F | -0.9 | 0.3
93 | CC(=O)NC1(C(F)(F)F)NC(=O)N(Cc2ccco2)C1=O (centres undefined) | -2.0 | -3.4
94 | Cc1ccc(C2CC(C(F)(F)F)n3ncc(C(=O)N4CCC(C)CC4)c3N2)cc1 (centres undefined) | 22.0 | 0.2
95 | Cc1sc(NC(=O)C2c3ccccc3Oc3ccccc32)c(C(N)=O)c1C | -5.3 | -4.8
96 | COc1ccccc1C1=N/C(=C\c2sccc2C)C(=O)O1 | 3.0 | -3.9
97 | CCNC(=O)c1cnn(C)c1C(C)C | -2.8 | -1.4
98 | COc1ccc(Cl)cc1N1CCN(C(=O)c2ccccc2C)C(C)C1=O (centres undefined) | 0.6 | -2.9
99 | Cc1ccc2oc(=O)c(C=C(O)c3ccc(F)cc3)nc2c1 | 12.0 | -6.6
100 | O=C1OC(c2ccccc2)=N/C1=C/c1ccc(Cl)cc1 | 0.0 | -2.3
101 | Cc1ccccc1CSCCNS(C)(=O)=O | -9.4 | -4.2
102 | N#C/C(=C\c1ccccc1Cl)c1nc2ccccc2[nH]1 | -5.1 | -5.2

Compound activity (PubChem BioAssay)

A portion of the library, so the mix of outcomes need not match the whole.
